Screening results: PubChem, several laboratories
pCIP destab – p/CIP protein destabilization; decrease of EGFP signal, % at 10 µM; F442A p/CIP-EGFP cells, EGFP fluorescence, 16 h; Q05BA5; hit rate 0.01% among 290,000; AID 1984;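 active = EGFP signal decrease of at least 30% at 10 µM or well 3 SD below plate mean, unless failing retest; inactive = the rest, including hits failing retest or dose response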; also: some compounds called inactive have numbers as strong as hits; many of its hits are not listed in these tables
MEKK3 PB1 HTS – MEKK3-MEK5 PB1 interaction, increase or decrease; Q99759; bead-based flow cytometry, Alexa488-MEK5 binding to MEKK3; actives lie on both sides; 0 = blocked by unlabeled MEK5, 100 = vehicle; binding response (% of control), % at 10 µM; hit rate 1.4% among 290,000;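 active = binding response more than 3 SD above or below the average of its plate-row segment, actives on both sides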;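 also: Alexa488 bead fluorescence after subtracting the streptavidin-only scavenger bead signal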
IDE act – boosts human insulin-degrading enzyme activity in HEK cells; P14735; activation, % at 5.96 µM; hit rate 0.073% among 340,000; AID 493087; FAbeta-B cleavage, fluorescence polarization; 0% vehicle, 100% cell-free pure enzyme wells;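 active = activation above the mean of all tested compounds plus 3 SD, set per screening campaign, cut at about 17% in these data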
Target sequence (P14735 whole entry, looked up): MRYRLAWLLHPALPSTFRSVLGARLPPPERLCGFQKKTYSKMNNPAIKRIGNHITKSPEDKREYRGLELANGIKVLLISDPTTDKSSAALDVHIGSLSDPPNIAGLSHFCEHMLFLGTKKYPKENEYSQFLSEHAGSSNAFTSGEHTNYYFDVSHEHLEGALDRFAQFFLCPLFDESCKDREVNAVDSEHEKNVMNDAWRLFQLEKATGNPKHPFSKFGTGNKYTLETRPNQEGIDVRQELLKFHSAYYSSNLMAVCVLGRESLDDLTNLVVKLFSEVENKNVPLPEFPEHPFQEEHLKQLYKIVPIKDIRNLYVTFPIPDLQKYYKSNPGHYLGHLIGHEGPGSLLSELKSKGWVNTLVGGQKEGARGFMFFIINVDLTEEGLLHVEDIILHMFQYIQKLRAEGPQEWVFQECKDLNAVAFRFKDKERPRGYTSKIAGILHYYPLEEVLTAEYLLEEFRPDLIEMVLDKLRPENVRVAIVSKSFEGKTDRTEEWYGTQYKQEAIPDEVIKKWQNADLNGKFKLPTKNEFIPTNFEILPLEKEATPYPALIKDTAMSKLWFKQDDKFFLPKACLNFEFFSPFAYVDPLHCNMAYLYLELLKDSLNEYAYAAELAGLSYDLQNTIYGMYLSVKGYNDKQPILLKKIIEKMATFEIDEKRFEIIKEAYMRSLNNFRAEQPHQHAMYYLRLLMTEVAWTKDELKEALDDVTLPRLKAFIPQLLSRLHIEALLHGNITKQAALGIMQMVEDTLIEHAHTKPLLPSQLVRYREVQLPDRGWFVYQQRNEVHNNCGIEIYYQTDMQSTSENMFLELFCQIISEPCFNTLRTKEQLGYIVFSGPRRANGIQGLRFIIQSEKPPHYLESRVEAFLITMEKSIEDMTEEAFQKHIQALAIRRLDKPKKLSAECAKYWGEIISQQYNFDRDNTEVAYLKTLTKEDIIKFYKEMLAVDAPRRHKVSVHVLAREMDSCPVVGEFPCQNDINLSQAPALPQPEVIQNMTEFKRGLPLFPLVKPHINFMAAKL
IMP-1 inh – blocks Pseudomonas aeruginosa IMP-1 metallo-beta-lactamase | purified IMP-1, nitrocefin hydrolysis, epi-absorbance fluorescence | inhibition, % at 5.6 µM | hit rate 0.45% among 290,000;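 active = inhibition above the mean plus 3 SD of all compounds in the same screening run, cut at about 4.5% in these data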;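 also: 0% = IMP-1 with DMSO and 100% = DMSO wells lacking enzyme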
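System: Purified IMP-1 | Read-out basis: Percent enzyme inhibition | Controls: IMP-1 with DMSO as 0%, enzyme-free DMSO as 100% | Replicates: One well per compound | Doses: 5.6 µM nominal single concentration | Detection: Epi-absorbance fluorescence, 480 nm excitation, 530 nm emission | Incubation: 25 °C, 15 min preincubation, 25 min reaction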
NS3 helicase inh – inhibitors of Hepatitis C virus NS3 helicase; NS3 helicase DNA unwinding, Cy5 molecular beacon fluorescence; hit rate 0.56% among 290,000; inhibition, % at 10.9 µM; AID 1800;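 active = inhibition above the mean of all tested compounds plus 3 SD, set per campaign, cut at about 35% in these data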;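 also: 0% = DMSO wells and 100% = thioflavine S control wells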
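Control set: DMSO versus 110 µM thioflavine S; Material: NS3 helicase fragment of HCV; Measured by: Cy5 fluorescence at 0 and 60 min, beacon hairpin quenching; Read-out basis: percent inhibition from t60/t0 fluorescence ratio; Times: reaction time 60 min, 25 °C; Repeats: single replicate; Compound dosing: single dose, 10.9 µM nominal final, DMSO 0.8% final.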
PHOSPHO1 inh – PHOSPHO1 (human) inhibition. Q8TCT1. inhibition, % at 13.3 µM. hit rate 1.1% among 290,000. AID 1565. recombinant PHOSPHO1, absorbance phosphatase assay; in the data active = inhibition above about 60%
SUMO HTRF inh – inhibitors of human SUMOylation (UBC9); inhibition, % at 35 µM; AID 2006; P63279; hit rate 0.36% among 290,000; HTRF SUMOylation assay, SAE1/SAE2 + UBC9, in vitro; in the data active = inhibition above about 50%, passing the limit was not always enough; also: strong numbers were not always called active
VIM-2 inh – inhibitors of Pseudomonas aeruginosa VIM-2 metallo-beta-lactamase; purified VIM-2, nitrocefin hydrolysis, epi-absorbance fluorescence; inhibition, % at 5.6 µM; hit rate 0.89% among 290,000;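 active = inhibition above the mean of all tested compounds plus 3 SD, cutoff set per screening run, cut at about 7.5% in these data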;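 also: red hydrolysis product quenches plate fluorescence so inhibitors raise well fluorescence; 0% = enzyme with DMSO and 100% = DMSO without enzyme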
DNA FID counter – counter-screen for HCV NS3 helicase inhibitors: DNA intercalator displacement; DNA fluorescent intercalator displacement, fluorescence; inhibition, % at 7.9 µM; hit rate 0.17% among 290,000; AID 1845; in the data active = inhibition above about 37%;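 also: 0% = vehicle and 100% = reference compound; higher means more ethidium bromide displaced from hairpin DNA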
Numbers without * were called inactive; [ ] = remark or other dose. An excerpt (hit frequency here may not be typical).

How did Cc1cc(C(=O)N(NC(=O)C(C)C)c2ccccc2)cs1 do in these assays?
pCIP destab: 4.7; MEKK3 PB1 HTS: 102.0; IDE act: 4.3; IMP-1 inh: -1.9; NS3 helicase inh: 6.1; PHOSPHO1 inh: 20.5; SUMO HTRF inh: 7.8; VIM-2 inh: -0.8; DNA FID counter: -2.0

Results for COc1ccc(-n2ccnc2SCC(=O)NCc2ccc3c(c2)OCO3)cc1 ?
pCIP destab: 11.5; MEKK3 PB1 HTS: 101.0; IDE act: 3.8; IMP-1 inh: -4.0; NS3 helicase inh: -4.6; PHOSPHO1 inh: -56.0; SUMO HTRF inh: -4.9; VIM-2 inh: -3.8; DNA FID counter: -18.5

What do the screens show for `COn1c(=S)[nH]c2ccccc2c1=O`?
pCIP destab: 1.1; MEKK3 PB1 HTS: 91.0; IDE act: 2.2; IMP-1 inh: -4.1; NS3 helicase inh: 7.9; PHOSPHO1 inh: 42.0; SUMO HTRF inh: 18.8; VIM-2 inh: -4.9; DNA FID counter: -4.6

How did O=C(Nc1ccccc1C(=O)N1CCCCC1)c1cccc(S(=O)(=O)N2CCOCC2)c1 do in these assays?
pCIP destab: 7.2; MEKK3 PB1 HTS: 108.0; IDE act: -8.6; IMP-1 inh: -3.3; NS3 helicase inh: -3.1; PHOSPHO1 inh: 33.9; SUMO HTRF inh: 2.2; VIM-2 inh: -4.4; DNA FID counter: -17.3

How did CN(CCOc1ccc(Cl)cc1)CC(=O)Nc1ccc(OC(F)F)cc1 do in these assays?
pCIP destab: 0.2; MEKK3 PB1 HTS: 97.0; IDE act: -0.5; IMP-1 inh: -0.6; NS3 helicase inh: -37.5; PHOSPHO1 inh: 2.8; SUMO HTRF inh: -8.9; VIM-2 inh: -4.4; DNA FID counter: -1.4

How did COc1cc(OC)cc(-c2nc(-c3ccccc3OC)no2)c1 do in these assays?
pCIP destab: -0.7; MEKK3 PB1 HTS: 97.0; IDE act: -2.5; IMP-1 inh: -0.8; NS3 helicase inh: -3.7; PHOSPHO1 inh: -3.3; SUMO HTRF inh: -1.8; VIM-2 inh: -1.9; DNA FID counter: -2.3

How did Cc1cc(C)cc(NC(=O)N2CCCN(c3c(Cl)cncc3Cl)CC2)c1 do in these assays?
pCIP destab: -15.3; MEKK3 PB1 HTS: 104.0; IDE act: 3.7; IMP-1 inh: -2.9; NS3 helicase inh: -11.0; PHOSPHO1 inh: 50.8; SUMO HTRF inh: 10.9; VIM-2 inh: -1.1; DNA FID counter: -4.1

How did O=c1[nH]c(SCc2ccccc2)nc2[nH]ncc12 do in these assays?
pCIP destab: 8.3; MEKK3 PB1 HTS: 105.0; IDE act: 0.8; IMP-1 inh: -2.7; NS3 helicase inh: 0.3; PHOSPHO1 inh: 63.7*; SUMO HTRF inh: 2.2; VIM-2 inh: -0.1; DNA FID counter: 0.2

How did O=C(Nc1nnc(-c2ccc3c(c2)CCCC3)o1)c1c(F)cccc1F do in these assays?
pCIP destab: -2.4; MEKK3 PB1 HTS: 68.0*[inhibitor]; IDE act: 4.9; IMP-1 inh: -2.6; NS3 helicase inh: -0.6; PHOSPHO1 inh: 15.5; SUMO HTRF inh: 23.4; VIM-2 inh: -0.3; DNA FID counter: -7.1

How did CNC(=S)N(C1=NCC(c2ccc([N+](=O)[O-])cc2)S1)c1ccccc1 (stereo unspecified) do in these assays?
pCIP destab: -16.6; MEKK3 PB1 HTS: 97.0; IDE act: 1.3; IMP-1 inh: -0.3; NS3 helicase inh: 0.9; PHOSPHO1 inh: -1.0; SUMO HTRF inh: -2.3; VIM-2 inh: -3.0; DNA FID counter: 2.0

What do the screens show for `O=C(Nc1ccccc1F)c1cc(Cl)sc1Cl`?
pCIP destab: 2.9; MEKK3 PB1 HTS: 103.0; IDE act: -0.3; IMP-1 inh: -2.3; NS3 helicase inh: 12.3; PHOSPHO1 inh: 18.4; SUMO HTRF inh: -2.3; VIM-2 inh: 0.1; DNA FID counter: -1.6

What do the screens show for `Cc1cc(NC(=O)c2ccc(S(=O)(=O)N(C)C)cc2)n(-c2ccccn2)n1`?
pCIP destab: -17.8; MEKK3 PB1 HTS: 103.0; IDE act: 5.0; IMP-1 inh: -1.3; NS3 helicase inh: 0.1; PHOSPHO1 inh: 24.4; SUMO HTRF inh: 26.6; VIM-2 inh: -7.4; DNA FID counter: 2.3

How did COc1ccc(S(=O)(=O)N2CCCC2)cc1OC do in these assays?
pCIP destab: -6.3; MEKK3 PB1 HTS: 103.0; IDE act: 3.0; IMP-1 inh: -2.6; NS3 helicase inh: -1.5; PHOSPHO1 inh: 9.2; SUMO HTRF inh: 7.0; VIM-2 inh: -2.1; DNA FID counter: 1.9

Results for Cc1cccc(NC(=O)CCNS(=O)(=O)c2cc(Br)cnc2N)c1C ?
pCIP destab: 0.1; MEKK3 PB1 HTS: 103.0; IDE act: 3.8; IMP-1 inh: -1.6; NS3 helicase inh: 11.7; PHOSPHO1 inh: 32.4; SUMO HTRF inh: 7.0; VIM-2 inh: 0.4; DNA FID counter: -13.6

How did C/C(=N\NC(=O)c1ccc(Cn2cc(Br)cn2)o1)c1cccc(NC(=O)C(C)C)c1 do in these assays?
pCIP destab: -8.2; MEKK3 PB1 HTS: 94.0; IDE act: 5.0; IMP-1 inh: -1.9; NS3 helicase inh: -5.9; PHOSPHO1 inh: 22.8; SUMO HTRF inh: 12.4; VIM-2 inh: -1.3; DNA FID counter: -8.4

Results for O=C(Nc1ccc(Cl)cc1Cl)C1=Cc2ccccc2OC1 ?
pCIP destab: -7.1; MEKK3 PB1 HTS: 103.0; IDE act: 2.2; IMP-1 inh: -1.8; NS3 helicase inh: 3.3; PHOSPHO1 inh: -0.5; SUMO HTRF inh: -5.4; VIM-2 inh: -0.2; DNA FID counter: -0.9

How did CN(c1ccc(C(=O)N2CCCCCC2)cc1)S(=O)(=O)c1ccc(Cl)cc1 do in these assays?
pCIP destab: -26.2; MEKK3 PB1 HTS: 101.0; IDE act: 1.1; IMP-1 inh: -2.1; NS3 helicase inh: -9.8; PHOSPHO1 inh: 42.8; SUMO HTRF inh: -1.8; VIM-2 inh: 0.2; DNA FID counter: -58.4

How did COc1ccc(Cc2nnc(N/N=C/c3ccccc3O)[nH]c2=O)cc1OC do in these assays?
pCIP destab: -4.0; MEKK3 PB1 HTS: 98.0; IDE act: 7.2; IMP-1 inh: -0.2; NS3 helicase inh: -18.2; PHOSPHO1 inh: 0.6; SUMO HTRF inh: -71.1; VIM-2 inh: 2.1; DNA FID counter: -17.1

Results for CC1CCCC(C)N1C(=O)COC(=O)Cc1ccc(F)cc1 (stereo unspecified) ?
pCIP destab: -3.1; MEKK3 PB1 HTS: 103.0; IDE act: 2.9; IMP-1 inh: -4.0; NS3 helicase inh: 5.2; PHOSPHO1 inh: 9.3; SUMO HTRF inh: 5.8; VIM-2 inh: -1.0; DNA FID counter: -13.7

How did O=C(O)CN1C(=O)c2cccc3c(Br)ccc1c23 do in these assays?
pCIP destab: -19.4; MEKK3 PB1 HTS: 94.0; IDE act: 6.0; IMP-1 inh: -1.9; NS3 helicase inh: 10.0; PHOSPHO1 inh: 28.7; SUMO HTRF inh: 16.8; VIM-2 inh: -0.1; DNA FID counter: -8.0

Results for COc1ccc(S(=O)(=O)NCC2CCCN(CC(C)(C)C)C2)cc1 (stereo unspecified) ?
pCIP destab: -6.6; MEKK3 PB1 HTS: 92.0; IDE act: 1.9; IMP-1 inh: -4.0; NS3 helicase inh: 1.6; PHOSPHO1 inh: 42.9; SUMO HTRF inh: 3.8; VIM-2 inh: -6.1; DNA FID counter: -1.7

Results for CC(NC(=O)OC(C)(C)C)C(=O)N1CCCC1C(=O)NC(Cc1ccccc1)C(N)=O (stereo unspecified) ?
pCIP destab: -2.8; MEKK3 PB1 HTS: 95.0; IDE act: 8.2; IMP-1 inh: -1.2; NS3 helicase inh: 3.7; PHOSPHO1 inh: -10.3; SUMO HTRF inh: -5.4; VIM-2 inh: -0.1; DNA FID counter: -2.0

What do the screens show for `CCN(c1ccc(OC)cc1)S(=O)(=O)c1ccc(-c2ccc(=O)[nH]n2)o1`?
pCIP destab: -6.6; MEKK3 PB1 HTS: 103.0; IDE act: 7.8; IMP-1 inh: -4.3; NS3 helicase inh: -1.9; PHOSPHO1 inh: 38.5; SUMO HTRF inh: 6.5; VIM-2 inh: -2.2; DNA FID counter: -24.0

How did Cc1cccc(NC(=O)CSc2nnc(CCC(=O)Nc3ccc(C)c(Cl)c3)n2C)c1 do in these assays?
pCIP destab: -0.9; MEKK3 PB1 HTS: 105.0; IDE act: 6.3; IMP-1 inh: -3.4; NS3 helicase inh: 0.0; PHOSPHO1 inh: -4.0; SUMO HTRF inh: -10.4; VIM-2 inh: -1.8; DNA FID counter: 1.9

What do the screens show for `Cc1cccc(OCCNC(=O)c2ccc(Oc3ccc(C(F)(F)F)cc3[N+](=O)[O-])cc2)c1`?
pCIP destab: 0.7; MEKK3 PB1 HTS: 103.0; IDE act: 2.8; IMP-1 inh: -3.4; NS3 helicase inh: -14.5; PHOSPHO1 inh: 39.3; SUMO HTRF inh: -14.2; VIM-2 inh: -2.8; DNA FID counter: -11.7

How did CCOC(=O)C(C(=O)OCC)C(CC(=O)C1CC1)c1ccccc1 (stereo unspecified) do in these assays?
pCIP destab: 4.4; MEKK3 PB1 HTS: 101.0; IDE act: 3.3; IMP-1 inh: -0.3; NS3 helicase inh: -1.9; PHOSPHO1 inh: 7.6; SUMO HTRF inh: 4.5; VIM-2 inh: 1.0; DNA FID counter: -6.7

What do the screens show for `Cn1nc(-c2ccc(Cl)cc2)c2cc(C(=O)N3CCN(C(=O)c4ccco4)CC3)sc21`?
pCIP destab: -1.2; MEKK3 PB1 HTS: 111.0; IDE act: 0.6; IMP-1 inh: 0.9; NS3 helicase inh: -4.5; PHOSPHO1 inh: 22.6; SUMO HTRF inh: 6.9; VIM-2 inh: -0.3; DNA FID counter: -3.6

Results for CCOc1cc(NC(=O)c2ccco2)c(OCC)cc1NC(=O)CCC(=O)NCc1cccnc1 ?
pCIP destab: 2.2; MEKK3 PB1 HTS: 89.0; IDE act: 5.3; IMP-1 inh: -1.7; NS3 helicase inh: 4.4; PHOSPHO1 inh: -17.1; SUMO HTRF inh: 4.2; VIM-2 inh: -4.3; DNA FID counter: -27.3

How did C/C(=N\NC=O)c1ccncc1 do in these assays?
pCIP destab: 7.0; MEKK3 PB1 HTS: 99.0; IDE act: 0.9; IMP-1 inh: -1.0; NS3 helicase inh: -14.8; PHOSPHO1 inh: 45.6; SUMO HTRF inh: -7.6; VIM-2 inh: -2.6; DNA FID counter: -0.6
